12-LOX inh – ALOX12 (human) lipoxygenase inhibition | 1.1% of 580,000 active | Potency, µM (top dose mostly 108 µM), for inactives: at the highest dose activity change, negative = inhibition, actives largely listed as inhibitors | purified 12hLO, xylenol orange hydroperoxide absorbance; active = well fitted inhibition curve with a large enough effect; inconclusive = small, poorly fitted or top-dose-only effect, or another doubt; inactive = no such curve, though single readings can be large or run the other way
Target sequence (P18054 whole entry, looked up): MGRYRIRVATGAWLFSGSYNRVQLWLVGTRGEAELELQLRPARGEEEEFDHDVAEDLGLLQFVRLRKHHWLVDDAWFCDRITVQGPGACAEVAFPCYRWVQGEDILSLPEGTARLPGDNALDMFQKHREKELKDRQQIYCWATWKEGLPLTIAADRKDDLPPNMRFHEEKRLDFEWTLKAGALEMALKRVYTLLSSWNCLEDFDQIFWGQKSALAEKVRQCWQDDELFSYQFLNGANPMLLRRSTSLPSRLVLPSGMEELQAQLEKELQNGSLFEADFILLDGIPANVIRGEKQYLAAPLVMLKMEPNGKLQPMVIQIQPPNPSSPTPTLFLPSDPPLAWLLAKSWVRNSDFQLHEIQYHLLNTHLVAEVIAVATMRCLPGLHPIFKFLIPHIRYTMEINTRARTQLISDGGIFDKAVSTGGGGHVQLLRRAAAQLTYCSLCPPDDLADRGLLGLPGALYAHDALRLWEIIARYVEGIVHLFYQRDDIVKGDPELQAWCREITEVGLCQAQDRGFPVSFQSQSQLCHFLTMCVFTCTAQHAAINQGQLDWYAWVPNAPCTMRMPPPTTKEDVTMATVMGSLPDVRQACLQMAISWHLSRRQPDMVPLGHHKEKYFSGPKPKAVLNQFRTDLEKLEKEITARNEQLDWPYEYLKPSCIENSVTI
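Purified human 12hLO at 150 nM in 25 mM Hepes, 0.01% Triton X-100, pH 7.0, preincubated 15 min at room temperature with compound. Reaction started with 40 uM arachidonic acid, 30 min at room temperature. Hydroperoxide measured by Fe-xylenol orange, 573/405 nm absorbance ratio.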
Active calls of the source: *; u = inconclusive; [ ] = remark or other dose. % is set by controls: 0 for no effect and ±100 for the full control effect; potency is the fitted concentration of half-maximal effect. Some of the compounds tested. The share of hits here may be higher or lower than overall.

12-LOX inh,SMILES
-32%,COc1ccc(C(=O)OCCN(C)C(C)(C)C)cc1OC
-3%[176 µM],CCCS(=O)(=O)N[C@H]1CO[C@H]2[C@@H]1OC[C@H]2OC(=O)Nc1ccc(OC)cc1
20%,O=C(N1C[C@H]2CC[C@H]1C2)C1(Oc2ccc(Cl)cc2)CCNCC1
6%,Cc1noc([C@@H]2CN(C(=O)CC3CCCC3)C[C@H]2CO)n1
9%,CCOC(=O)[C@]12CCCC=C1N(CCc1ccc(OC)c(OC)c1)C(=O)[C@H](CC(=O)N1CCSCC1)C2
30%,COCCNC(=O)[C@@H]1C[C@H](Oc2ccccc2)CN1C(=O)c1cc(C)n(C)n1
53%[activator][176 µM],CC(C)N1CC[C@@H]2[C@H]1C(=O)NC[C@H](CCC(=O)NCc1ccccc1)N2C
u,CCOC(=O)N1CCC(NC)CC1
u,CC(NS(=O)(=O)c1cc(F)cc(F)c1)C(=O)N1CCCC1 (stereo not given)
u,CN(Cc1ccc2c(c1)OCO2)C(=O)c1nn(-c2ccccc2)c(=O)c2ccccc12
4%,CCC[C@@H]1CN(CCC(=O)NCc2cccc(Cl)c2)C[C@H]1C(=O)O
-47%,Cc1ccc(NC(=O)c2ncoc2-c2cccc(Cl)c2)cc1F
19%,COc1ccc(CCNC(=O)Cn2nc3n(c2=O)CCCCC3)cc1OC
32%,COCCn1c(N2CCCC(C)C2)nc2c1c(=O)[nH]c(=O)n2C (stereo not given)
96%[activator],Cc1nnc(CN2CCN(C)C3(CCC(=O)N(CC(=O)O)CC3)C2)o1 (stereo not given)
-3%,O=C(c1csc(-c2ccsc2)n1)N1CCCC1c1ccccc1 (stereo not given)
u,COc1ccc(C(C)(O)c2nc(-c3ccc(Cl)cc3)cs2)cc1 (stereo not given)
u,Cc1ccc(-n2c(C3CCN(C(=O)c4c(F)cccc4Cl)CC3)n[nH]c2=O)cc1
48%,CCCc1nc(C(=O)N(C)CCCc2cnn(C)c2)cs1
-6%,Cc1nc(C(C)(C)C)nc2sc(C(=O)N(C)C)c(C)c12
u,Cn1c(C(=O)N2CCc3c(n(Cc4cccnc4)n(-c4ccccc4)c3=O)C2)cc2ccccc21
5%[176 µM],Cc1noc2c(Nc3ccc(C(N)=O)cc3)cc(-c3cccnc3)nc12
u,Cn1nc(C2CCNC2)c2c(C(=O)NC3CC3)cc(C3CC3)nc21 (stereo not given)
-30%,Cc1cccc(-c2ccc([N+](=O)[O-])cc2CN2CCN(c3ncc(Cc4ccccc4)cn3)CC2)c1
-2%,CC(C)c1ccc(NC(=O)CSc2nc3c(=O)[nH]cnc3n2CC2CCCO2)cc1 (stereo not given)
14%,O=C(C1CC1)N1CCC(N2C(=O)C(O)C23CCCCC3)CC1 (stereo not given)
18%,O=C(NC1CCCC(C(F)(F)F)C1)c1ccc(CN2CCCCC2)cc1 (stereo not given)
4%,CC(=O)NC1=NN(C(C)=O)C2(S1)C(=O)N(CCC(C)C)c1c(C)cc(C)cc12 (stereo not given)
0%,Cn1c(SCC(=O)NC2CCCCC2)nnc1C(F)(F)F
42%[activator],COC[C@@H]1CN(Cc2cccc(OC)c2)C[C@H]1C(=O)NC1CC1
2%,Cc1cc(F)ccc1C(O)c1ncc(-c2cccc3ccccc23)[nH]1 (stereo not given)
u,O=C(O)c1nnn(-c2ccccc2)c1C(F)(F)F
13%,C/C=C(\C)C(=O)O[C@@H]1Cc2c(ccc3ccc(=O)oc23)OC1(C)C
u,Cc1ccc(CNC[C@H]2O[C@H](Cc3cc(-c4ccc(F)cc4)on3)CC[C@@H]2O)cc1
63%[activator],O=C1CC(c2ccccc2)N(Cc2ccncc2)CCCN(C(=O)Cc2cccnc2)CCN1 (stereo not given)
43%,CC(C)OCCCNC(=O)C1c2ccccc2C(=O)N(Cc2ccccc2)C12CCCC2 (stereo not given)
86%[activator],CCC(C)NC(=O)C1COC2(CCC(C)CC2)N1C(=O)c1cccc(C)c1 (stereo not given)
0%,Nc1nc(CCC(=O)N[C@@H]2[C@@H](Cc3ccccc3)[C@H]3OCC[C@@H]23)cs1
22%,O=C(NCc1ccccc1)C1CCC(=O)N1C1CCN(C(=O)Cc2ccccc2F)CC1 (stereo not given)
4%,CN(C)S(=O)(=O)N(CC(=O)NC1CC1)c1ccccc1
-9%,Cn1c(=O)[nH]c(=O)c2c1nc(N1CCOCC1)n2CC(O)COc1ccc(Cl)cc1 (stereo not given)
61%[activator],O=C(CCc1ccco1)N1CCC(C2CCN(Cc3cccc(F)c3F)CC2)C1 (stereo not given)
14%,O=C(COc1cccc(F)c1)Nc1cccc2cccnc12
7%,Cc1c(-c2ccc(OCCN3CCCCC3)cc2)c(=O)oc2ccc3ccccc3c12
u,CC1(C)CC(NC(=O)CCNC(=O)N2CCN(C(=O)c3cc4ccccc4[nH]3)CC2)CC(C)(C)N1
u,CC(C)(C)OC(=O)NCCc1onc(-c2ccccc2F)c1C(=O)O
2%[6.33 µM],Cc1cnc(C2CCN(C(=O)c3ccc(Cl)cc3)CC2)[nH]1
-9%,Cc1noc(C)c1[S+](=O)([O-])N1CCC12Cc1ccccc1NC2=O (stereo not given)
-1%,COC(=O)[C@]12C[C@H](CC(=O)N3CCSCC3)C(=O)N(Cc3ccccc3)C1=C[C@H](C(C)C)O[C@@H]2C1CC1
-8%,CC1CCCCC12CCc1cc3c4c(c(=O)oc3cc1O2)CCCC4 (stereo not given)

For convenience, part of the list above.
12-LOX inh,SMILES
4%,CC(=O)NC1=NN(C(C)=O)C2(S1)C(=O)N(CCC(C)C)c1c(C)cc(C)cc12 (stereo not given)
0%,Cn1c(SCC(=O)NC2CCCCC2)nnc1C(F)(F)F
42%[activator],COC[C@@H]1CN(Cc2cccc(OC)c2)C[C@H]1C(=O)NC1CC1
2%,Cc1cc(F)ccc1C(O)c1ncc(-c2cccc3ccccc23)[nH]1 (stereo not given)
u,O=C(O)c1nnn(-c2ccccc2)c1C(F)(F)F
13%,C/C=C(\C)C(=O)O[C@@H]1Cc2c(ccc3ccc(=O)oc23)OC1(C)C
u,Cc1ccc(CNC[C@H]2O[C@H](Cc3cc(-c4ccc(F)cc4)on3)CC[C@@H]2O)cc1
63%[activator],O=C1CC(c2ccccc2)N(Cc2ccncc2)CCCN(C(=O)Cc2cccnc2)CCN1 (stereo not given)
43%,CC(C)OCCCNC(=O)C1c2ccccc2C(=O)N(Cc2ccccc2)C12CCCC2 (stereo not given)
86%[activator],CCC(C)NC(=O)C1COC2(CCC(C)CC2)N1C(=O)c1cccc(C)c1 (stereo not given)
0%,Nc1nc(CCC(=O)N[C@@H]2[C@@H](Cc3ccccc3)[C@H]3OCC[C@@H]23)cs1
22%,O=C(NCc1ccccc1)C1CCC(=O)N1C1CCN(C(=O)Cc2ccccc2F)CC1 (stereo not given)
4%,CN(C)S(=O)(=O)N(CC(=O)NC1CC1)c1ccccc1
-9%,Cn1c(=O)[nH]c(=O)c2c1nc(N1CCOCC1)n2CC(O)COc1ccc(Cl)cc1 (stereo not given)
61%[activator],O=C(CCc1ccco1)N1CCC(C2CCN(Cc3cccc(F)c3F)CC2)C1 (stereo not given)
14%,O=C(COc1cccc(F)c1)Nc1cccc2cccnc12
7%,Cc1c(-c2ccc(OCCN3CCCCC3)cc2)c(=O)oc2ccc3ccccc3c12
u,CC1(C)CC(NC(=O)CCNC(=O)N2CCN(C(=O)c3cc4ccccc4[nH]3)CC2)CC(C)(C)N1
u,CC(C)(C)OC(=O)NCCc1onc(-c2ccccc2F)c1C(=O)O
2%[6.33 µM],Cc1cnc(C2CCN(C(=O)c3ccc(Cl)cc3)CC2)[nH]1

Next entries
12-LOX inh,SMILES
-17%,CCOc1ccc(S(=O)(=O)Nc2nc3ccccc3nc2NC2CCCCC2)cc1
-31%,CC(NC(=O)c1ccc(-c2ccc(F)cc2)o1)C12CC3CC(CC(C3)C1)C2 (stereo not given)
79%[activator],COc1ccc(C(=O)NC2CCCN(c3cc(-c4ccccc4)[nH]n3)C2)cc1 (stereo not given)
17%,O=C(NCc1ccc(F)cc1)C1CC(=O)N(c2n[nH]c3ccccc23)C1 (stereo not given)
4.5µM*,COc1cccc(C(C)(O)c2nc(-c3cccs3)cs2)c1 (stereo not given)
u,C[C@@H]1C(=O)O[C@H]2[C@H]1CC[C@@]1(C)Cc3sc(Nc4ccccc4)nc3[C@@H](C)[C@H]21
-32%,NC(=O)c1ccc(COC(=O)c2ccccc2-c2ccccc2)cc1
29%,O=C(c1ccc(Br)o1)N1CC2CC(C1)[C@H]1CCCC(=O)N1C2 (stereo not given in full)
6%,Oc1ccccc1C=Nc1ccc(C23CC4CC(CC(c5ccccc5)(C4)C2)C3)cc1
-19%,CC(C)[C@@H](CO)N1Cc2nnn(Cc3ccccc3)c2-c2ccccc2S1(=O)=O
u,CC(C)(C)N1Cc2nnn(CC3CCCCC3)c2-c2cc(F)ccc2S1(=O)=O
4%,COc1ccc(CN2C[C@H](COCc3ccccc3)Oc3cccc(F)c3S2(=O)=O)cc1
u,CC1CCN(c2nc3c(c(=O)n(C)c(=O)n3C)n2Cc2cccc(C(F)(F)F)c2)CC1
u,N#CC1(NC(=O)COc2cccc(C(F)(F)F)c2)CCCC1
30%,O=c1c2c(-c3cccs3)csc2nc(CN2CCOCC2)n1CCOc1ccccc1Cl
-1%[176 µM],O=C1COc2ccc(NCCOc3ccccc3)nc2CN1Cc1ccccc1F
45%[activator],CCC(C(=O)NCc1nnc2ccc(-c3ccccc3)nn12)c1ccccc1 (stereo not given)
37%[activator],Cc1cc(C(=O)N2CC(Oc3cccc(-c4nc(-c5ccccc5)no4)c3)C2)n[nH]1
46%[activator],CC1(C(=O)Nc2cccc(F)c2)CCCCC(=O)N1 (stereo not given)
-1%,O=C(c1ccsc1)N1CCn2c(nnc2[C@@H]2C[C@@H](O)CN2Cc2ccccc2)C1
73%[activator],CCn1nccc1C(=O)N1CCc2nnc([C@@H]3C[C@@H](O)CN3C(C)C)n2CC1
-7%,CCSc1nc(N)c2c3c(sc2n1)CCCC3C (stereo not given)
5%,O=C(COc1ccccc1)N1CCC(O)(c2csc(CN3CCc4ccccc4C3)n2)CC1
u,CCCC1=C(C(=O)OCC)C(c2ccccc2C)C(C#N)=C(N)O1 (stereo not given)
12%,CC(C(=O)O)N1CC2(CCC1=O)CCN(C(=O)N1CCCC1)CC2 (stereo not given)
1%,C[C@H](CO)N1C[C@H](C)[C@@H](CN(C)S(=O)(=O)c2ccccc2)OCc2cn(nn2)CCCC1=O
32%[activator],CO[C@H]1[C@H](NC(=O)c2sccc2Cl)c2ccccc2C12CCNCC2
9%,COc1ccc(C(CC(=O)N2CCC(OC)CC2)c2ccccc2)cc1 (stereo not given)
4%,C[C@@H]1CN(C(=O)c2cnn(C)c2)CC[C@@]1(O)C1CCOCC1
47%[activator][176 µM],CNC(=O)[C@@H](CC(C)C)N1CCC[C@H]1C(=O)NCCc1ccccn1
-4%,Cc1ccc(Oc2ccc(NC(=O)c3n[nH]c(=O)c4ccccc34)cc2)cc1
0%,O=C(CCc1cc2n(n1)CCCN(C(=O)CCc1ccsc1)C2)NC1CC1
-16%,CCN(Cc1cc(=O)[nH]c2c(C)cc(C)cc12)C(=O)Nc1cc(C)ccc1OC
41%[activator],COc1ccccc1OCC(=O)NCC1CCCN(Cc2ccc(C)c(C)c2)C1 (stereo not given)
-2%,C=CCCC(=O)N1C[C@H]2CCN(C)[C@H]2C[C@H]1c1ccccc1Br
-4%,O=C(NCc1ccc(F)cc1)[C@@H]1C[C@@H](c2ccc(F)cc2)N([S+](=O)([O-])c2ccccc2)C1
1%,Cc1nn(-c2ccccc2)c(Oc2ccccc2F)c1CCC(=O)NCC(C)C
3%,CO[C@H]1CN(C)C(=O)c2ccc(NC(=O)C3CCC3)cc2OC[C@H](C)N(Cc2ccccn2)C[C@@H]1C
37%[176 µM],O=C(O)c1ccc(CN2C[C@H](O)C[C@H]2c2nc(-c3ccc4c(c3)OCO4)no2)cc1
u,CCCN1CCC2(CCN(C(=O)COC)CC2)Oc2ccccc21
50%[activator],COc1ccc2[nH]c3c(c2c1)CCNC31CCN(C(=O)C(C)(C)C)CC1
0%,COc1ccc(C)cc1NC(=O)C[C@H]1NC(=O)c2ccccc2NC1=O
-56%,CCc1ccc(NC(=O)NCc2nc(-c3ccccc3)oc2C)cc1
u,O=C(c1ccccc1COc1ccccc1)N1CCN(C2CCS(=O)(=O)C2)CC1 (stereo not given)
26%,COC[C@@H]1CN(S(=O)(=O)c2ccc(F)cc2)C[C@H]1c1nc(C)no1
60%[activator],C=CCn1cc(CN(CC)Cc2ccc(OC)cc2)c(C)n1
u,COc1ccc(C(C(=O)Nc2c(C)cccc2C)n2c(=O)c(-c3ccccc3)nc3ccccc32)cc1 (stereo not given)
-20%[6.33 µM],CCCC(=O)N1Cc2ccccc2CC2(CCCN(CC3CCNC3)C2)C1 (stereo not given)
u,Cc1ccc2c(CSc3nnnn3-c3ccccc3)cc(=O)oc2c1C
45µM*,COc1ccccc1-c1cc(NC(C)=O)c2ncc(-c3ccc(F)cc3)n2c1

New compounds follow
12-LOX inh,SMILES
u,O=C(Cn1ccn2nc(-c3ccc4c(c3)OCO4)cc2c1=O)NCc1ccc(Cl)cc1
92%[activator],CC(C)NC(=O)NCC12CCCC=C1NC(=O)CC2 (stereo not given)
-17%,CSc1ccc(Cl)c(C(=O)Nc2cc(C)cc(C)c2)c1
17%,Cc1ccc(CCNC(=O)c2cc(C)nc3c(C)cc(C)cc23)cc1
22%,O=C(c1ccncc1)N1CCCCCC1c1nnc(-c2ccccc2)o1 (stereo not given)
25%,CC(C)COC(=O)N(C)C[C@H]1OCc2cn(nn2)CCCC(=O)N([C@H](C)CO)C[C@@H]1C
10%,CCOc1ccc2oc(=O)cc(-c3cc4ccccc4o3)c2c1
-2%,COc1nc(C(=O)NCCCN2CCCC2=O)cc2ccccc12
36%[activator],COc1ccc(C(C)NC(=O)C2CCN(C(=O)c3ncn4c3COC(c3ccccc3)C4)CC2)cc1 (stereo not given)
-4%,COc1cccc(C(=O)Nc2cccc3ccc(C)nc23)c1
